Compound activity as filed in PubChem.
Rac1 GTP hydrolysis: MgcRacGAP GTPase-activating activity inhibitors, confirmation, biochemical, ADP Hunter fluorescence; MgcRacGAP-stimulated Rac1 GTP hydrolysis, ADP Hunter fluorescence; higher % means a stronger effect; GST-tagged Rac1 F28L mutant substrate; one-dose inhibition, % at 30 µM; IC50 in µM for titrated hits; 340,000 tested, 0.6% active; AID 624330;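 active means first-screen hits whose inhibition reached a set limit at any dose in the follow-up dose series; inconclusive means inhibition above the set first-screen limit but never retested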;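 further: fluorescence reports GDP produced by GAP-driven GTP hydrolysis; strong numbers were not always called active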
T cell HTS: T cell immune modulators affecting CD8 T cell-vesicle binding; calls only at 7 µM; 330,000 tested, 0.068% active; 2C CD8+ T cell-vesicle binding, flow cytometry; hits give low values;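 active means response, share of CD8 T cells binding vesicles, and their 90th percentile fluorescence all below set limits, cut at about 80% in these data, passing the limit was not always enough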
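Test system: purified 2C TCR transgenic mouse naive CD8+ T cells. Probe or stimulus: QL9-peptide-loaded Drosophila micro-vesicles bearing Ld, ICAM-1 and B7-1. Incubation: binding step 1.5 h, 37 °C, antibody labelling 20 min, ice. Measured by: flow cytometry of vesicle-bound cells.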
RSV CPE inhibition: inhibition of RSV-induced cytopathic effect – HEp-2 cells, primary 10 µM value included (AID 2391); HEp-2 cells, RSV-induced CPE inhibition; higher % means a stronger effect; CPE inhibition, % at 10 µM; hits with a dose series show IC50 in µM; 310,000 tested, 0.13% active; in the data active means a potency from the dose series; inconclusive means CPE inhibition mostly from about 23% at the one dose, without a potency; inactive means the rest, 99 in 100 with CPE inhibition below about 21%; further: strong numbers were not always called active
NS5 inhibitors: Dengue-2 NS5 methyltransferase inhibitors, primary screen, biochemical, confirmation dose response (AID 588689); one-dose inhibition, % at 25 µM; IC50 in µM for titrated hits; 340,000 tested, 0.3% active; Dengue-2 NS5 methyltransferase capping enzyme assay, biochemical; higher % means a stronger effect; in the data active means a potency from the dose series; inconclusive means inhibition above about 29% without an active follow-up result
K1F lysis inhibition: protection from phage-mediated lysis, alamar blue read-out – E. coli UTI89, K1F phage, bacterial capsule biogenesis inhibitors (AID 488966); one-dose inhibition, % at 100 µM; IC50 in µM for titrated hits; E. coli UTI89 K1F phage lysis, alamar blue, 2 h; higher % means a stronger effect; 340,000 tested, 0.02% active;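 active means phage lysis inhibition, versus mean bacterial control, above a set limit; inconclusive means no clear call, values can overlap the other calls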;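 further: capsule biogenesis inhibitors block K1F phage lysis so surviving cells raise fluorescence; higher fluorescence means more inhibition of phage lysis; actives were called in the ten point dose series up to 300 µM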
Large T inhibition: SV40 large T antigen inhibitors, biochemical (AID 1903); inhibition, % at 20 µM; hits with a dose series show IC50 in µM; SV40 large T antigen ATPase/helicase inhibition assay; higher % means a stronger effect; 310,000 tested, 0.39% active; in the data active means a potency from the dose series; inconclusive means inhibition mostly from about 32% at the one dose, without a potency; inactive means the rest, 99 in 100 with inhibition below about 32%; further: strong numbers were not always called active
West Nile virus CPE: West Nile virus antiviral activity, cell-based, CPE readout (AID 1621); West Nile virus-infected cells, CPE inhibition; higher % means a stronger effect; CPE inhibition, % at 10 µM; hits with a dose series show IC50 in µM; 290,000 tested, 0.02% active; in the data active means a potency from the dose series; inconclusive means CPE inhibition mostly from about 3.7% at the one dose, without a potency; inactive means the rest, 99 in 100 with CPE inhibition below about 2.2%; further: strong numbers were not always called active
NTR1 agonist: NTR1-driven beta-arrestin-GFP spot formation – imaging, U2OS cells, high content, primary screen (AID 493036); P30989; agonist mode; 330,000 tested, 0.17% active; activation, % at 20 µM;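 active means activation at or above 40% of the spot to cytoplasm intensity ratio, with at least 20 cells analyzed; inconclusive means wells under 20 cells, flagged as cytotoxic or low count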;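 further: 0% = DMSO without peptide and 100% = 100 nM NTR1 peptide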
Target sequence (P30989 whole entry, looked up): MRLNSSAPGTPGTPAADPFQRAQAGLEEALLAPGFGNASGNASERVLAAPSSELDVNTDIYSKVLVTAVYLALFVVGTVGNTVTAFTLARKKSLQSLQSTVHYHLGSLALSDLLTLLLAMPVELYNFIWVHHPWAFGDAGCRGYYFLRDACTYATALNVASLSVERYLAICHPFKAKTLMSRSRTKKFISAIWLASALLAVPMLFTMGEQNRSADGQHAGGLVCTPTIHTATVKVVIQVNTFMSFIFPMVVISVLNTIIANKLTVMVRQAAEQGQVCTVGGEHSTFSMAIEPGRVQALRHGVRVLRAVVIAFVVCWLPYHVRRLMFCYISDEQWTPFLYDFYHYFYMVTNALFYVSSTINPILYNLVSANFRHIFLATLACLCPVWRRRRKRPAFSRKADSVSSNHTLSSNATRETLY
Salmonella PhoP GFP: inhibitors of PhoP regulon expression, primary screen, Salmonella Typhimurium, GFP reporter (AID 1863) | 300,000 tested, 0.16% active | S. Typhimurium PhoP-regulated promoter GFP reporter, 4 h; higher % means a stronger effect | one-dose inhibition, % at 50 µM; IC50 in µM for titrated hits;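 active means inhibition over 29.93%, a cutoff 3 SD above the screen mean, later confirmed by dose response; inconclusive means inhibition over 29.93% but no dose response follow-up; inactive means inhibition at most 29.93% or unconfirmed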;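 further: 0% = low Mg2+ inducing control and 100% = high Mg2+ repressing control; strong numbers were not always called active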
T cell HTS vesicle-bound %: second read-out of T cell HTS, no call of its own (marks repeat the call); double positive events, %; measured here: CD8+ vesicle-bound cell fraction;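 binding gate set so that unloaded-vesicle control wells show 10% double positive cells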
NTR1 agonist cell count 20 µM: further read-out of NTR1 agonist, marked with its call; cell count; measured here: cell count, cytotoxicity flag
Starred values were filed as active, the others as inactive; i = inactive; ? = inconclusive; . = no result given; [ ] = remark or other dose.

SMILES	Rac1 GTP hydrolysis	T cell HTS	T cell HTS vesicle-bound %	RSV CPE inhibition	NS5 inhibitors	K1F lysis inhibition	Large T inhibition	West Nile virus CPE	NTR1 agonist	NTR1 agonist cell count 20 µM	Salmonella PhoP GFP
O=C(O)c1cc(-c2ccccc2)n(-c2ccc(Cl)cc2)n1	3%	i	57	1.6%	-1%	-2.7%	17%	0.3%	0.3	44	-8%
Cc1ccc(C(=O)OCc2nc(N)nc(Nc3ccccc3C)n2)cc1	0%	i	41	13%	-12%	-5.6%	5%	-1.1%	1.6	54	19%
CCOC(=O)c1c(-c2ccccc2)csc1NC(=S)NC	3%	i	19	19%	12%	-0.1%	7%	0.2%	0.9	72	4%
COC(=O)C(C)N1C(=O)S/C(=C\c2cc(C)n(-c3ccccn3)c2C)C1=O (centres undefined)	7%	i	31	5.5%	-10%	-0.1%	-4%	0.1%	-3.2	73	38%
Cc1ccc(CNC(=O)CCc2nc(-c3cccs3)no2)cc1	9%	i	17	1.7%	1%	-1.4%	6%	0.0%	-0.1	55	7%
O=C(C[C@H]1C/C=C\C[C@H](Cc2ccc(F)cc2)C(=O)OC[C@@H]2CCCN2C1=O)N[C@H](CO)Cc1ccccc1	4%	i	25	.	-9%	3.5%	.	.	0.2	55	.
COc1ccc(-n2c(SCC(=O)N3CCCC(C)C3)nnc2-c2cccnc2)cc1 (centres undefined)	3%	i	26	3.6%	-8%	2.2%	22%	.	1.0	59	1%
Cc1[nH]n(-c2ccccc2)c(=O)c1/C=N/NC(=O)c1ccoc1C	5%	i	49	8.4%	4%	4.1%	2%	?	0.7	51	-10%
Cc1nc2cc(NC(=O)Nc3ccc(Br)cc3)ccc2o1	13%	i	45	4.8%	-30%	-0.2%	4%	-0.8%	0.7	70	-10%
CC1=C(C(=O)OCC(C)C)C(c2ccccc2Cl)NC(=O)N1C (centres undefined)	6%	i	26	4.3%	-5%	-1.4%	18%	-0.3%	8.2	72	2%
CCOC(=O)C1(CC2CCCCO2)CCN(S(=O)(=O)c2ccccc2)CC1 (centres undefined)	4%	i	29	0.7%	-12%	-0.3%	-5%	-1.9%	0.9	50	-7%
O=C1CC(c2ccccc2)=NN1c1nc(-c2ccccc2)cs1	-5%	i	24	1.1%	23%	0.3%	19%	-0.6%	1.5	55	1%
Cc1cc(C(=O)Nc2ccncc2)ccc1[N+](=O)[O-]	5%	i	45	7.1%	-4%	-0.1%	6%	-1.1%	0.2	63	5%
CCn1nnnc1-c1ccc(OC)c(S(=O)(=O)Nc2ccc(OC)cc2)c1	3%	i	47	1.5%	-9%	5.2%	6%	-0.1%	-1.0	54	0%
COc1ccc(C(C)(C)C)cc1NC(=O)C1CCCO1 (centres undefined)	1%	i	3	3.2%	-6%	2.6%[50 µM]	22%	-1.0%	2.0	70	2%

Two entries from above, with each value named.
CCn1nnnc1-c1ccc(OC)c(S(=O)(=O)Nc2ccc(OC)cc2)c1
  Rac1 GTP hydrolysis: 3%
  T cell HTS: i
  T cell HTS vesicle-bound %: 47
  RSV CPE inhibition: 1.5%
  NS5 inhibitors: -9%
  K1F lysis inhibition: 5.2%
  Large T inhibition: 6%
  West Nile virus CPE: -0.1%
  NTR1 agonist: -1.0
  NTR1 agonist cell count 20 µM: 54
  Salmonella PhoP GFP: 0%
O=C1CC(c2ccccc2)=NN1c1nc(-c2ccccc2)cs1
  Rac1 GTP hydrolysis: -5%
  T cell HTS: i
  T cell HTS vesicle-bound %: 24
  RSV CPE inhibition: 1.1%
  NS5 inhibitors: 23%
  K1F lysis inhibition: 0.3%
  Large T inhibition: 19%
  West Nile virus CPE: -0.6%
  NTR1 agonist: 1.5
  NTR1 agonist cell count 20 µM: 55
  Salmonella PhoP GFP: 1%

Further structures:
SMILES	Rac1 GTP hydrolysis	T cell HTS	T cell HTS vesicle-bound %	RSV CPE inhibition	NS5 inhibitors	K1F lysis inhibition	Large T inhibition	West Nile virus CPE	NTR1 agonist	NTR1 agonist cell count 20 µM	Salmonella PhoP GFP
COc1ccccc1OCC#CCNC1CCCCC1C (centres undefined)	23%	i	56	-0.8%	-2%	-0.5%	-4%	-0.5%	0.6	47	-9%
Cc1ccc(NC(=O)c2cc(NC(=O)CCCC(=O)O)ccc2Cl)cc1Cl	5%	i	56	0.7%	-7%	0.0%	9%	0.1%	0.0	70	6%
O=C(CCN1C(=O)c2ccccc2C1=O)N1CCCCCC1	10%	i	30	1.3%	.	0.2%	3%	-0.1%	-0.7	79	-4%
COc1ccc(NS(=O)(=O)c2ccc3c(c2)NC(=O)CC(=O)N3)cc1OC	10%	i	10	0.8%	-14%	0.4%	12%	0.0%	-0.7	69	-6%
COc1ccc(C2C3=C(CC(C)(C)CC3=O)OC(N)=C2[N+](=O)[O-])cc1 (centres undefined)	11%	i	67	1.4%	-1%	0.2%	7%	0.3%	-1.6	68	2%
O=C(OCC(=O)N1CCCC1)c1ccccc1C(=O)c1ccccc1	6%	i	39	0.3%	-1%	0.4%[50 µM]	.	.	-0.1	64	.
Cc1cc2oc(C(=O)Nc3ccc(S(=O)(=O)N4CCCC(C)C4)cc3)cc(=O)c2cc1Cl (centres undefined)	10%	i	35	3.0%	-8%	5.7%	15%	-0.2%	2.7	39	-10%
Cc1c(C(=O)NC(C)c2ccncc2)oc2ccccc12 (centres undefined)	3%	i	34	-0.5%	-1%	5.0%	8%	0.1%	1.9	62	2%
O=C1C(C=Nc2ccc(F)cc2)=C(O)c2ccccc21	4%	i	65	1.2%	4%	0.1%	8%	0.0%	-0.6	88	-1%
O=S(=O)(NCc1cccnc1)c1cccn1-c1ncc(C(F)(F)F)cc1Cl	9%	i	64	4.2%	4%	0.6%	4%	-1.6%	3.2	80	-1%
O=C(NCC1CCCO1)c1ccc2c(=O)n(-c3ccccc3)c(=S)[nH]c2c1 (centres undefined)	7%	i	9	1.7%	-5%	0.1%	5%	1.8%	0.8	58	-3%
Cc1nnc(NC(=O)CSc2nnc(CC(=O)Nc3ccccc3C)n2C)s1	3%	i	26	2.0%	-5%	0.3%	0%	0.1%	0.0	43	-3%
CCCN(CCC)C(=O)CSc1nc2ccccc2c(=O)n1C1CCCC1	-5%	i	5	5.2%	-7%	-0.1%	3%	0.6%	3.6	65	-8%
O=C(c1cccnc1)N1N=C(c2cccs2)CC1c1ccc(F)cc1 (centres undefined)	4%	i	48	0.5%	1%	0.5%	4%	-1.1%	-1.2	41	-7%
COc1ccc(OCc2nn3c(-c4cccc(OC)c4)nnc3s2)cc1	3%	i	59	2.5%	1%	5.3%	9%	-0.4%	1.4	54	-1%
COc1ccc(NC(=O)CN2C(=O)NC(C)(c3ccccc3)C2=O)c(OC)c1 (centres undefined)	-1%	i	25	1.7%	-8%	0.1%	9%	-0.8%	1.0	45	-5%
COC(=O)c1ccc(-n2c(C)cc(/C=N/n3cnnc3)c2C)cc1	4%	i	31	3.3%	-5%	0.1%	2%	-0.1%	0.4	72	-5%
O=[N+]([O-])c1ccc(-c2nc3ccc([N+](=O)[O-])cc3[nH]2)cc1	5%	i	37	12%	1%	-0.6%	1%	-2.1%	7.4	68	4%
Nn1c(SCC(=O)NC2CCCCC2)nnc1-c1ccco1	5%	i	31	0.9%	6%	0.5%[50 µM]	.	.	0.6	45	.
CCN(CC)S(=O)(=O)c1ccc2c(c1)N(CC(=O)Nc1ccc(NC(C)=O)cc1)C(=O)CO2	-8%	i	22	2.0%	-3%	-0.2%	7%	-0.2%	0.5	89	5%
COc1ccc(NC(=O)NC2CCCCCCC2)c(OC)c1	4%	i	8	3.6%	-2%	-0.1%	25%	-1.2%	1.0	60	2%
CCOC(=O)C1=C(CN2c3ccccc3CC2C)NC(=O)NC1c1ccccc1 (centres undefined)	0%	i	26	15%	4%	0.0%	5%	-0.7%	2.0	56	7%
CCc1ccc(NC(=O)CC2C(=O)Nc3c2c(=O)n(C)c(=O)n3C)cc1 (centres undefined)	-5%	i	37	-2.3%	-2%	6.4%	-8%	-0.2%	2.7	63	-12%
COc1cc(S(=O)(=O)N2CCOCC2)ccc1F	2%	i	29	2.1%	-3%	3.7%	-3%	1.3%	-2.0	74	3%
Cc1cc(NC(=O)c2cccc3ccccc23)cc(C)c1OCC(=O)N1CCOCC1	14%	i	31	1.8%	-7%	0.6%	6%	-0.1%	0.8	36	0%
Cc1nnc2sc(COc3ccccc3)nn2c1=O	2%	i	51	-0.1%	1%	0.0%	4%	-0.1%	0.4	51	17%
COCCOC(=O)c1c(C)n(C)c2ccc(OC(=O)c3ccccc3F)cc12	5%	i	24	2.9%	-3%	0.3%	6%	-0.5%	7.0	97	0%
COC(=O)c1cc(S(=O)(=O)N2CCCCC2C)c[nH]1 (centres undefined)	-9%	i	18	1.3%	4%	0.0%	7%	-0.1%	0.2	55	-2%
Cc1ccccc1NC(=O)C1CCCN1/C=C/C(=O)C(F)(F)F (centres undefined)	7%	i	44	1.4%	4%	2.6%	12%	0.0%	0.0	37	7%
CC(C)(C)C(C(Oc1ccc(Cl)cc1)n1cncn1)n1nnnc1C(c1cccc(Cl)c1)N1CCCCC1 (centres undefined)	.	i	40	22%	.	.	10%	-1.4%	0.5	78	3%
NC(=O)c1ccccc1NC(=O)CC1(CC(=O)O)CCCC1	-2%	i	34	0.6%	-4%	0.1%	6%	-0.1%	-0.3	42	3%
O=C(Oc1oc(-c2ccco2)nc1C=Nc1ccc(Cl)cc1)c1ccco1	2%	i	55	?	5%	0.7%	1%	.	0.0	45	3%
OCC[C@@H]1C[C@@H](O)[C@H](O)[C@]2(CCc3ccccc3CO2)O1	6%	i	20	-0.3%	-4%	2.9%	6%	0.1%	-2.8	100	-1%
Cn1c(SCc2ccccc2)nc(N)c(N=O)c1=O	.	i	22	3.9%	.	.	25%	.	-0.6	45	.
COC(=O)C1=C(C(=O)OC)[C@@H]2Nc3ccccc3[C@@]23C[C@@H](C(=O)OC)N(C(=O)C2CCC2)C3=N1	6%	i	33	0.5%	-6%	-0.5%	13%	0.0%	1.0	85	.
S=C(NCCc1ccncc1)Nc1cccc2ccccc12	.	i	65	2.2%	.	.	8%	-0.2%	1.0	60	-4%
O=C(CN1CCCCCC1)N/N=C/c1cccc(Cl)c1	13%	i	46	4.1%	-7%	-4.5%	6%	0.0%	0.7	62	8%
COC(=O)c1ccc(N2CCN(C(C)=O)CC2)c(NC(=O)c2cccnc2)c1	2%	i	29	4.9%	-4%	1.6%	10%	-0.2%	1.4	68	-5%
